JMJD2C inh – inhibitors of human GASC-1 (JMJD2C) demethylase. GST-JMJD2C(1-420) H3K9me3 demethylation, DELFIA europium. inhibition, % at 2.35 µM. 330,000 tested, 0.069% active. AID 2099;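 active = more than half of a compound's replicate wells show inhibition beyond 50%, single wells judged on their own value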;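 note: signal counts dimethyl H3K9 product captured on neutravidin plate; 0% = median of DMSO wells and 100% = 0.3 times that DMSO median; strong numbers were not always called active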
Target sequence (Q9H3R0 1-420 limits assumed): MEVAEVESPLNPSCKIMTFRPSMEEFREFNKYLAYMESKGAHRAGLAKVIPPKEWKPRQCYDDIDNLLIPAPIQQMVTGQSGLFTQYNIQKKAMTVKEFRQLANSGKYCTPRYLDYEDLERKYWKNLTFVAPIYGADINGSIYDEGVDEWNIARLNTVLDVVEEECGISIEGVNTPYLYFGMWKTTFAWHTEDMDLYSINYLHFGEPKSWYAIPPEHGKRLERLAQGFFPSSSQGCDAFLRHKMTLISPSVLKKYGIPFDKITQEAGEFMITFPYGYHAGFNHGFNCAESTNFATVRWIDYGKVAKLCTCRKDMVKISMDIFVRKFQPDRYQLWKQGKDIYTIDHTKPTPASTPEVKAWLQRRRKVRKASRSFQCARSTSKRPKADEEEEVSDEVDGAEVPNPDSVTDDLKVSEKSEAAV
PREPL inhibitor – human PREPL enzyme inhibition; recombinant PREPL, fluorescence polarization activity-based probe; inhibition, % at 5.96 µM; 320,000 tested, 0.68% active; in the data active = inhibition above about 43%;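 note: 0% = enzyme with DMSO and 100% = wells lacking enzyme; many of its hits are not listed in these tables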
Efflux pump mplx – inhibitors of Candida antifungal efflux pumps expressed in yeast. S. cerevisiae Candida pump triplex, Nile Red efflux. inhibition, % at 10 µM. 330,000 tested, 0.44% active. AID 485275;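 active = plate passing quality check with inhibition over a set limit, or well fluorescence over plate mean plus 4 SD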;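 note: Nile Red retained in pooled yeast measured as flow cytometry median fluorescence; 0% = buffer negative control and 100% = Enniatin B positive control; higher means more Nile Red kept so more efflux inhibition; some compounds called inactive have numbers as strong as hits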
The depositor's hits bear a star. The list is partial; count on the stated rates, not on these rows.

| cpd | molecule | JMJD2C inh | Efflux pump mplx | PREPL inhibitor |
| --- | --- | --- | --- | --- |
| 1 | CC(NC(=O)COC(=O)CN1C(=O)c2ccccc2C1=O)c1ccccc1 (stereo not given) | -0.8 | 0.2 | 5.0 |
| 2 | CC(=O)Nc1ccc(S(=O)(=O)N(C)c2ccc(OCCOc3ccccc3F)cc2)cc1 | 5.6 | 0.2 | 4.0 |
| 3 | O=C(COC(=O)c1ccccc1C(F)(F)F)NC(=O)NCc1ccco1 | -0.6 | -0.2 | 0.5 |
| 4 | COc1cc(/C=C/C(=O)OCC(=O)N(C)Cc2ccccc2)cc(OC)c1OC | 2.1 | 0.0 | -1.6 |
| 5 | Cc1ccc(C(C)C)c(OCC(=O)NN=C2CCCC(=O)C2)c1 | 13.4 | -0.1 | 33.0 |
| 6 | CCCc1cc(=O)[nH]c(SCC(=O)Nc2sc3c(c2C(N)=O)CCCC3)n1 | 3.9 | 0.2 | 18.3 |
| 7 | CCC(CO)Oc1cc(NCc2ccc(F)cc2)c2ncn(C(C)C)c2c1 (stereo not given) | 0.4 | -0.2 | 49.9* |
| 8 | CN(C(=O)Cn1nc(C(=O)O)c2ccccc2c1=O)C1CCCCC1 | -5.3 | -0.1 | 10.9 |
| 9 | O=C(COC(=O)c1ccc(Br)o1)Nc1cccc(S(=O)(=O)N2CCCCC2)c1 | 4.7 | 0.2 | 11.9 |
| 10 | O=C(O)c1cccc2c1C(=O)c1ccc(-c3ccc(OC(F)(F)F)cc3)cc1S2(=O)=O | 6.7 | -0.1 | 23.9 |
| 11 | O=C(Cc1ccsc1)NCC(=O)Nc1ccccc1Br | 7.4 | 0.3 | 0.6 |
| 12 | CSc1ccccc1C(=O)OCC(=O)Nc1ccc(N2CCOCC2)cc1 | 4.1 | -0.1 | 26.5 |
| 13 | O=C(O)C(Cc1ccccc1)N=C(NS(=O)(=O)c1ccccc1)c1ccccc1 (stereo not given) | -3.5 | 0.2 | 5.4 |
| 14 | Cc1csc(=O)n1CC(=O)Nc1ccc(S(C)(=O)=O)cc1 | 9.9 | -0.3 | 2.6 |

Structures listed so far with two or more sulfur atoms, in the order listed:
| cpd | molecule | JMJD2C inh | Efflux pump mplx | PREPL inhibitor |
| --- | --- | --- | --- | --- |
| 6 | CCCc1cc(=O)[nH]c(SCC(=O)Nc2sc3c(c2C(N)=O)CCCC3)n1 | 3.9 | 0.2 | 18.3 |
| 14 | Cc1csc(=O)n1CC(=O)Nc1ccc(S(C)(=O)=O)cc1 | 9.9 | -0.3 | 2.6 |

Shown with two lines to a compound: entries from further up.
Order of results – JMJD2C inh, Efflux pump mplx, PREPL inhibitor
6: CCCc1cc(=O)[nH]c(SCC(=O)Nc2sc3c(c2C(N)=O)CCCC3)n1
  3.9, 0.2, 18.3
7: CCC(CO)Oc1cc(NCc2ccc(F)cc2)c2ncn(C(C)C)c2c1 (stereo not given)
  0.4, -0.2, 49.9*

Some of these compounds in order of the Efflux pump mplx value, falling:
| cpd | molecule | JMJD2C inh | Efflux pump mplx | PREPL inhibitor |
| --- | --- | --- | --- | --- |
| 1 | CC(NC(=O)COC(=O)CN1C(=O)c2ccccc2C1=O)c1ccccc1 (stereo not given) | -0.8 | 0.2 | 5.0 |
| 8 | CN(C(=O)Cn1nc(C(=O)O)c2ccccc2c1=O)C1CCCCC1 | -5.3 | -0.1 | 10.9 |
| 3 | O=C(COC(=O)c1ccccc1C(F)(F)F)NC(=O)NCc1ccco1 | -0.6 | -0.2 | 0.5 |

Screening data from PubChem.
